Screens: PubChem, several laboratories
LMPTP block = blocks human LMPTP phosphatase; inhibition, % at 20 µM; recombinant LMPTP-A, OMFP fluorogenic substrate, fluorescence intensity; AID 651560; P24666; 360,000 compounds, 0.22% hits;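 active means compounds that cut the enzyme signal by at least half of the control window in the single-dose screen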;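 further: plate controls were DMSO wells with enzyme plus substrate for no effect and substrate without enzyme for full effect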
Target sequence (P24666 whole entry, looked up): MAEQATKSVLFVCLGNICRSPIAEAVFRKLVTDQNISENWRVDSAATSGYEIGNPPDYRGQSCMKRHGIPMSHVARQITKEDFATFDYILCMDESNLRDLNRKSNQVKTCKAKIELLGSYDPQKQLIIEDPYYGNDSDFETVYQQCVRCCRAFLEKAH
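material = LMPTP-A | quantity = 0.625 nM enzyme | reagent = OMFP substrate, 400 µM final | buffer or medium = Bis-Tris pH 6.0, DTT, detergent | detection = endpoint fluorescence intensity from OMFP dephosphorylation | dosing = single 20 µM dose | read-out basis = % inhibition relative to no-enzyme and uninhibited control wells | control set = no-enzyme and uninhibited controls | timing = 50 min at room temperature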
Tb MetRS inh = blocks T. brucei methionyl-tRNA synthetase activity | purified T. brucei MetRS, ATP depletion, Kinase-Glo luminescence | inhibition, % at 11.9 µM | 360,000 compounds, 0.4% hits;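 active means inhibition above a per-plate cutoff of the control wells' mean inhibition plus 3 SD, cut at about 5.5% in these data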;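 further: 0% = DMSO wells median and 100% = median of wells with control inhibitor compound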
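Dosing: 11.9 µM compound single dose, 0.9% DMSO; Assay system: purified T. brucei MetRS enzyme; Measured by: Kinase-Glo luciferase luminescence reporting remaining unconsumed ATP; Schedule: 15 min plus 2 h at 25 °C.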
MLLE-PAM2 inh = blocks PAM2 peptide binding to the PABP1 MLLE domain; P11940; GST-MLLE / FITC-PAM2 fluorescence polarization; inhibition, % at 20 µM; 360,000 compounds, 0.36% hits; in the data active means inhibition above about 35%, passing the limit was not always enough;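 further: plate controls were DMSO wells with GST-MLLE for no effect and wells lacking GST-MLLE protein for full effect; some results filed as inactive read as strong as hits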
NadD block = NadD (S. aureus) enzyme inhibition; purified NadD enzyme, colorimetric absorbance read-out; inhibition, % at 20 µM; 360,000 compounds, 0.78% hits; in the data active means inhibition above about 26%; further: some compounds past the cut are filed as inactive
DNMT1 inh = blocks human DNA methyltransferase DNMT1; DNMT1 molecular beacon, Hinp1I cleavage, fluorescence; inhibition (reported as % activation of signal), % at 10 µM; 360,000 compounds, 0.83% hits; in the data active means inhibition above about 50%
SUMO1 PPI mod = modulators of human SUMO1-mediated protein-protein interactions; SUMO1 binding to a labelled peptide, TR-FRET, 1 h; inhibition, % at 20 µM; 360,000 compounds, 0.33% hits; in the data active means inhibition above about 37%
Target sequence (P63165 whole entry, looked up): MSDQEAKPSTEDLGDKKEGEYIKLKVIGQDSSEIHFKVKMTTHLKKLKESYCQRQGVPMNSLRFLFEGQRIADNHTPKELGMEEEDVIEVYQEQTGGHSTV
Rpn11 block = Rpn11 (human) deubiquitinase inhibition. O00487. human 26S proteasome, Ub4-pepOG fluorescence polarization; 20S core pre-blocked with epoxomicin. calls only at 20 µM. 360,000 compounds, 0.59% hits. AID 588493;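 active means inhibition at 20 µM, scaled to each plate's controls, above about 33%, limit read from the data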
CSN deneddyl inh = inhibitors of human CSN-mediated cullin deneddylation | 360,000 compounds, 0.38% hits | AID 651999 | Purified CSN, SCF-Nedd8-OG deneddylation, fluorescence polarization | Q92905 | inhibition, % at 12.5 µM;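 active means pattern-corrected inhibition above about 35%, with an unprinted fluorescence ratio check between 0.5 and 1.5, limit read from the data, passing the limit was not always enough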;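 further: 0% = enzyme with substrate and 100% = substrate without enzyme; some results filed as inactive read as strong as hits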
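test system = HEK293T-derived human Csn5 enzyme | amount = 0.24 nM Csn5 enzyme, final concentration | medium = Tris/NaCl/DTT buffer, pH 7.5 | schedule = 90 min reaction at room temperature | signal = FP | evaluation = inhibition of Csn5 cleavage, % | compound dosing = single dose of 12.5 µM compound with 0.25% DMSO | probe or stimulus = 10 nM SCFSkp2-Nedd8OG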
Scp-1 inhibitor = Scp-1 (human) phosphatase inhibition; Q9GZU7; Recombinant Scp1, phosphopeptide, malachite green phosphate absorbance; inhibition, % at 20 µM; 340,000 compounds, 0.88% hits;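 active means inhibition above about 50% at 20 µM, limit read from the data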;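 further: plate controls were DMSO wells with enzyme for no effect and wells lacking enzyme for full effect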
Target sequence (Q9GZU7 76-261 limits assumed): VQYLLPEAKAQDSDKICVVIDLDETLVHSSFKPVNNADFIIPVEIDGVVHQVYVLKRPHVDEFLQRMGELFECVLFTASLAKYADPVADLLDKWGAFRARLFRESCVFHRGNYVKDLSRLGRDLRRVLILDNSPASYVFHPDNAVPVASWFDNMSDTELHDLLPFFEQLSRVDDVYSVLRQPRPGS
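System: SCP-1 catalytic domain; Reagent: Phospho 17-mer peptide substrate; Doses: one concentration, 20 µM, with 1.0% DMSO; Incubation: 45 min room-temperature reaction, 5 min colour, 30 min stabiliser; Signal: Phosphate-binding colour reagent, absorbance read at 630 nm.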
STEP inh = inhibitors of human striatal-enriched phosphatase STEP. P54829. recombinant STEP, OMFP fluorogenic substrate, fluorescence. inhibition, % at 20 µM. 360,000 compounds, 0.25% hits;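 active means inhibition at 20 µM, scaled per plate between control wells, above about 37%, limit read from the data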;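 further: 0% = DMSO with enzyme and substrate and 100% = substrate only without enzyme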
Target sequence (P54829 whole entry, looked up): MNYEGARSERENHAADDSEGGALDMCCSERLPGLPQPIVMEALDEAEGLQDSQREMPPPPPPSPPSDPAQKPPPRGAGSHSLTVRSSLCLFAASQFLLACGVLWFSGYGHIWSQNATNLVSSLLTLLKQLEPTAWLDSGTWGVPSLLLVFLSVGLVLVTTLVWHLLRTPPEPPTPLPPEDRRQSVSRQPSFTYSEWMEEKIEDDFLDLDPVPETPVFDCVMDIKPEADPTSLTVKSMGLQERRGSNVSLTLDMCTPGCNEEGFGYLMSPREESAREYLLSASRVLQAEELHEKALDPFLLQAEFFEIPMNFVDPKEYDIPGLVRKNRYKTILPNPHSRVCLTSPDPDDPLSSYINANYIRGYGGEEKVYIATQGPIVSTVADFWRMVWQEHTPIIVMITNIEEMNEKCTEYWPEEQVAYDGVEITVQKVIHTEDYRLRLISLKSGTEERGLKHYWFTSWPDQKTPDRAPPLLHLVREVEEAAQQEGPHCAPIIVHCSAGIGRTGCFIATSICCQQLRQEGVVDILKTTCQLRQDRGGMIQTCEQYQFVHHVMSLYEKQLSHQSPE
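Assay system: isolated STEP enzyme. Buffer or medium: pH 6.0 Bis-Tris with DTT and Tween 20. Also added: fluorogenic phosphatase substrate OMFP at 25 µM final. Dosing: 20 µM, 1% DMSO. Timing: 20 min reaction, room temperature, in the dark. Measured by: fluorescence intensity, excitation 480 nm, emission 540 nm. Evaluation: normalized % inhibition.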
* hit, by the source's call; i = inactive; · = not tested or not shown.

#1 CN(C)c1ccc(/C=N/NC2=NS(=O)(=O)c3ccccc32)cc1
#2 O=C(NCC(c1ccco1)N1CCCCC1)c1ccc2c(c1)S(=O)(=O)c1ccccc1C2=O (stereo not drawn)
#3 CC(C)(C)c1ccc(CC(=O)N2CCC2(C)C(=O)O)cc1 (stereo not drawn)
#4 COc1ccc(N2CCN(CCCn3c(=S)[nH]c4ccccc4c3=O)CC2)cc1
#5 CC1CCCC/C1=N/Nc1ccc([N+](=O)[O-])cc1[N+](=O)[O-] (stereo not drawn)
compound no.	1	2	3	4	5
LMPTP block	0.8	3.4	0.2	0.7	0.4
Tb MetRS inh	-0.7	-0.6	0.3	-2.2	-0.1
MLLE-PAM2 inh	-42	9	5	-95	-8
NadD block	-6	4	-2	-8	-53
DNMT1 inh	2	-3	-5	-1	7
SUMO1 PPI mod	-20	-27	0	0	-23
Rpn11 block	i	i	i	i	i
CSN deneddyl inh	7	-2	2	4	-2
Scp-1 inhibitor	-6	-6	·	-8	-59
STEP inh	-1	0	-3	1	-2

#6 O=C(Cc1cccs1)N/N=C/c1ccccc1
#7 CC(C)NC(=O)c1ccccc1S(=O)c1ccccc1C#N (stereo not drawn)
#8 CCOc1ccc(C(=O)NCC(c2ccco2)N2CCOCC2)cc1 (stereo not drawn)
#9 CCS(=O)(=O)N1CCC(C(=O)NCCCOC)CC1
#10 Cc1ccc(N2CC(C(=O)NCCS(=O)(=O)N3CCN(c4ccccc4)CC3)CC2=O)cc1C (stereo not drawn)
compound no.	6	7	8	9	10
LMPTP block	-1.2	-2.0	-0.7	-0.7	-2.5
Tb MetRS inh	-0.3	-1.1	-0.2	-0.3	-0.2
MLLE-PAM2 inh	-7	10	3	-16	2
NadD block	-1	6	1	0	3
DNMT1 inh	-1	7	1	4	13
SUMO1 PPI mod	-1	-2	0	-4	11
Rpn11 block	i	i	i	i	i
CSN deneddyl inh	0	-4	2	-1	1
Scp-1 inhibitor	-1	-8	-2	-4	-7
STEP inh	-2	-1	-2	-7	0

#11 CCCCN(CCCC)CC(O)CN(c1cc([N+](=O)[O-])ccc1OC)S(=O)(=O)c1ccccc1 (stereo not drawn)
#12 CCCCOc1ccc(CSc2ncn[nH]2)cc1
#13 CC1=C(C(=O)N2CCCCCC2)CC(CC(=O)NCc2cccc3ccccc23)C(=O)N1CCC1=CCCCC1 (stereo not drawn)
#14 O=C(NC1CCCCC1)N(Cc1cc2cc3c(cc2[nH]c1=O)OCCO3)C1CCCCC1
#15 NC(=O)Nc1ccc(C(=O)OCC(=O)c2c[nH]c3ccccc23)cc1
compound no.	11	12	13	14	15
LMPTP block	-0.4	-0.3	2.2	2.1	1.2
Tb MetRS inh	0.2	-0.1	-0.3	0.2	0.2
MLLE-PAM2 inh	-7	-98	·	-11	-15
NadD block	-9	0	7	13	4
DNMT1 inh	-1	-5	·	-1	-7
SUMO1 PPI mod	-11	-7	3	6	3
Rpn11 block	i	i	·	i	i
CSN deneddyl inh	2	-3	2	0	-5
Scp-1 inhibitor	3	-5	·	2	-5
STEP inh	1	0	·	-3	-3

#16 COc1cc(CN2C[C@@H](CO)O[C@@H](n3cnc4c(NCC(C)C)ncnc43)C2)cc(OC)c1OC
#17 COc1ccc(C(=O)COC(=O)CNC(=O)c2cc(OC)cc(OC)c2)cc1
#18 COc1ccc(N2C(=O)CC(SCc3ccc(Cl)cc3)C2=O)cc1 (stereo not drawn)
#19 Cc1ccc2ccc[n+](Cc3ccccc3)c2c1
#20 CN(C)S(=O)(=O)c1ccc(NC(=O)CCNC(=O)c2ccc([N+](=O)[O-])cc2)cc1
compound no.	16	17	18	19	20
LMPTP block	-1.1	-0.1	1.8	-0.3	-0.2
Tb MetRS inh	0.1	-0.9	0.2	-0.1	0.3
MLLE-PAM2 inh	10	10	-2	-8	-21
NadD block	2	-2	-1	-1	0
DNMT1 inh	-1	-2	0	3	-1
SUMO1 PPI mod	-3	-3	-2	-19	-22
Rpn11 block	i	i	i	i	i
CSN deneddyl inh	-2	-3	-1	-1	-1
Scp-1 inhibitor	·	4	-38	-3	-6
STEP inh	0	0	2	-4	0

#21 COc1ccc(OC)c(N2C(=O)c3ccccc3C2c2nnnn2-c2ccc3c(c2)OCCO3)c1 (stereo not drawn)
#22 O=c1ccc2cc3c4c(c2o1)CCCN4CCC3
#23 Cn1nc(C(F)(F)F)c(/C=N/OCc2c(Cl)cccc2Cl)c1Cl
#24 Cc1cc(SCC(=O)N(C)C2CCCCC2)nc2ccccc12
#25 COc1ccc(NC(=S)NC(=O)CC(C)C)c(OC)c1
compound no.	21	22	23	24	25
LMPTP block	-0.7	31	3.0	2.1	0.7
Tb MetRS inh	-0.8	0.6	-0.7	-0.2	-0.3
MLLE-PAM2 inh	·	162	0	0	12
NadD block	-2	10	1	-1	-5
DNMT1 inh	·	28	-4	4	-4
SUMO1 PPI mod	-5	15	3	4	1
Rpn11 block	·	i	i	i	i
CSN deneddyl inh	-3	-7	16	-2	-2
Scp-1 inhibitor	·	-8	-14	-7	-7
STEP inh	·	-11	1	4	0

#26 NC(=O)c1cc2nc(-c3ccco3)cc(C(F)(F)F)n2n1
#27 CCCc1[nH]n(-c2nc3ccccc3s2)c(=O)c1C=NCC(C)C
#28 CC(OC(=O)c1ccc2c(c1)S(=O)(=O)c1ccccc1C2=O)C(N)=O (stereo not drawn)
#29 Cc1ccccc1CN(c1ccc(C(=O)NCc2cccnc2)cc1)S(C)(=O)=O
#30 COc1ccc(OCC(O)CN(CC(O)COc2ccc(OC)cc2)c2cccc(O)c2)cc1 (stereo not drawn)
compound no.	26	27	28	29	30
LMPTP block	-1.7	0.0	-0.3	0.1	0.7
Tb MetRS inh	-1.0	-0.3	0.1	-0.5	-0.1
MLLE-PAM2 inh	15	6	6	6	9
NadD block	7	0	1	-1	-1
DNMT1 inh	0	-2	1	-2	-18
SUMO1 PPI mod	-7	-1	-32	7	3
Rpn11 block	i	i	i	i	i
CSN deneddyl inh	2	-3	3	-2	-2
Scp-1 inhibitor	-6	3	-7	-3	1
STEP inh	2	1	2	-4	-4

#31 O=C(NC(c1ccccc1)c1ccccc1)c1ccc(=O)[nH]n1
#32 CCNC(=O)C1(C)CCCN(C(=O)c2nc3ccccc3s2)C1 (stereo not drawn)
#33 Cc1ccc(NC(=O)C2CC2c2ccccc2)c([N+](=O)[O-])c1 (stereo not drawn)
#34 CCOC(=O)c1ccccc1NC(=O)CSc1nnc(Cc2cccn2C)n1-c1ccc(C)cc1
#35 CC(C)(C)n1nc2c(c1NC(=O)COc1ccc(F)cc1)CS(=O)(=O)C2
compound no.	31	32	33	34	35
LMPTP block	-1.4	1.4	1.4	0.1	-1.0
Tb MetRS inh	0.2	-0.3	-0.5	-0.2	-0.1
MLLE-PAM2 inh	-23	1	-18	-33	-5
NadD block	-11	1	-5	21	3
DNMT1 inh	1	-2	11	-8	1
SUMO1 PPI mod	-6	-41	-8	-1	3
Rpn11 block	i	i	i	i	i
CSN deneddyl inh	-12	1	4	0	-4
Scp-1 inhibitor	-7	·	0	11	-2
STEP inh	0	2	3	-4	-1

#36 COc1ccc(CNCC(O)COc2ccc(C(C)(C)c3ccccc3)cc2)cc1 (stereo not drawn)
#37 CCOc1ccc(S(=O)(=O)N2CCN(C(=O)c3ccccc3Cc3ccccc3)CC2)cc1
#38 CC(=O)C1=C(C)N(CC2CC2)C(=O)N[C@H]1c1ccccc1
#39 O=c1c2ccccc2nc2n1CCCCC2
#40 O=C(OCCN=C1NS(=O)(=O)c2ccccc21)c1ccco1
compound no.	36	37	38	39	40
LMPTP block	2.4	0.5	-0.9	-1.8	2.3
Tb MetRS inh	-1.0	-0.3	0.0	-0.1	-1.9
MLLE-PAM2 inh	24	-22	3	-6	1
NadD block	-3	2	-1	-7	0
DNMT1 inh	-7	-5	6	2	2
SUMO1 PPI mod	-66	1	4	-5	1
Rpn11 block	i	i	i	i	i
CSN deneddyl inh	-4	1	-5	0	0
Scp-1 inhibitor	-3	-3	-6	-5	1
STEP inh	4	0	-4	-2	4

#41 O=C(NCCNC(=O)c1cnccn1)c1ccc(Cl)cc1
#42 Nc1c(C2CCCCC2)c(=O)on1C(=O)c1ccccc1
#43 COc1ccc(CCNc2nc(N3CCOCC3)nc(N3CCOCC3)n2)cc1OC
#44 CCOC(=O)C1=C(COC(=O)c2cc(OC)c(OC)c(OC)c2)NC(=O)NC1C (stereo not drawn)
#45 CCOc1ccccc1NC(=O)CCNC(=O)N1CC(=O)Nc2ccccc21
compound no.	41	42	43	44	45
LMPTP block	-1.8	-0.4	-0.5	-0.3	-0.4
Tb MetRS inh	0.6	0.6	-0.5	-0.3	0.1
MLLE-PAM2 inh	-7	12	-9	8	-7
NadD block	-1	2	-4	0	-3
DNMT1 inh	-1	0	-4	2	-3
SUMO1 PPI mod	-2	0	4	2	5
Rpn11 block	i	i	i	i	i
CSN deneddyl inh	-3	5	0	1	-3
Scp-1 inhibitor	4	-5	-4	7	·
STEP inh	-2	0	0	2	-2

#46 Cc1cc(=O)[nH]c2c1c(-c1ccccc1)nn2C
#47 Cc1ccc(-c2c[n+](=O)c3c(n2[O-])CCC3)cc1
#48 COC(=O)COc1ccc(C2Nc3c(Cl)ccc(C(=O)O)c3C3C=CCC32)cc1 (stereo not drawn)
#49 CCOc1ccc(S(=O)(=O)NC(C)C(=O)NC2CCCC2)cc1 (stereo not drawn)
compound no.	46	47	48	49
LMPTP block	-1.5	-0.6	1.3	-1.8
Tb MetRS inh	-0.4	-0.7	-0.2	0.6
MLLE-PAM2 inh	8	1	28	-2
NadD block	-5	-4	8	-5
DNMT1 inh	3	-3	11	0
SUMO1 PPI mod	-4	-24	39	-2
Rpn11 block	i	i	i	i
CSN deneddyl inh	1	0	-8	3
Scp-1 inhibitor	-7	-4	-1	5
STEP inh	-2	0	4	1
